Screening data: PubChem BioAssay, several laboratories
hgDAF12 agonist: activates the H. glycines DAF-12 receptor ligand-binding domain | HEK293 GAL4-hgDAF12 UAS-luciferase reporter, agonist luminescence; normalized to butyrate control | activation, % at 6.8 µM | hit rate 1.8% among 370,000 | AID 687014;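 active = activation above a cutoff set at the mean of all screened compounds plus 3 SD, cut at about 10% in these data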;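 also: 0% = DMSO wells and 100% = sodium butyrate wells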
SMARCA2 activ: increases SMARCA2 function in MMTV reporter cells | MG213 cells, MMTV-luciferase reporter, dexamethasone, overnight | activation, % at 9.1 µM | hit rate 1% among 370,000 | AID 652017; in the data active = activation above about 7.8%;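 also: 0% = vehicle wells and 100% = reference activator wells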
GC-A act: GC-A (human) enzyme activation; AID 1671463; HEK293 GC-A cells, cGMP TR-FRET, EC30 ANP; 0% at EC30 ANP, 100% saturating ANP; P16066; activation, % at 10 µM; hit rate 0.14% among 370,000; in the data active = activation above about 40%
hcDAF-12 act: activates DAF-12 receptor from parasite H. contortus; HEK293 hcDAF-12 lit1-tk-luc reporter, luminescence; 0% DMSO, 100% Δ7-dafachronic acid; activation, % at 6.8 µM; hit rate 1.4% among 370,000; AID 652067;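 active = activation above the mean of all tested compounds plus 3 SD, cut at about 5.5% in these data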;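 also: 100% = response to 3 µM Δ7-dafachronic acid high control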
PG9 Ab binder: small molecules binding HIV-1 gp120 antibody PG9 | TR-FRET gp120-PG9 antibody binding | inhibition, % at 6.7 µM | hit rate 0.43% among 360,000 | AID 624416; in the data active = inhibition above about 8.5%
ADAM17 inh: inhibitors of human ADAM17; P78536; recombinant ADAM17, EDANS/DABCYL FRET peptide cleavage; inhibition, % at 6.95 µM; hit rate 0.83% among 370,000;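 active = inhibition above the mean of compounds lying between control limits plus 3 SD, set per campaign, cut at about 8.5% in these data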;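 also: 0% = DMSO-only wells as the low control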
Target sequence (P78536 215-824 limits assumed): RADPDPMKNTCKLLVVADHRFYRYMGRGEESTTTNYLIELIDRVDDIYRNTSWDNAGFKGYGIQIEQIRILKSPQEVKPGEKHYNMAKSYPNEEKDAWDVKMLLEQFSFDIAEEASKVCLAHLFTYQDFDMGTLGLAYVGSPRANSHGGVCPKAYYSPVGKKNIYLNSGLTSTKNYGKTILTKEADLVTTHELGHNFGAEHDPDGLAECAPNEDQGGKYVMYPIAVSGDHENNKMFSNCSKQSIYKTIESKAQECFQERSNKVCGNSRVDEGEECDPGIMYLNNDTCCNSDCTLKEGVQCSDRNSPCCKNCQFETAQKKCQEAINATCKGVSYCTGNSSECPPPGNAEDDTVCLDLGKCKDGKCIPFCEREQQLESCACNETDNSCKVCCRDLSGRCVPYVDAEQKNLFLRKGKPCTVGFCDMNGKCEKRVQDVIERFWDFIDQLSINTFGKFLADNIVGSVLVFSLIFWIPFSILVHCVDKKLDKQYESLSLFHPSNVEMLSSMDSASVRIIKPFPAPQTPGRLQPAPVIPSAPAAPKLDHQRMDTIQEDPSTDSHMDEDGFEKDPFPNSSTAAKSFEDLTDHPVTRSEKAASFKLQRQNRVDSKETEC
ADAM10 inh: inhibits human ADAM10. O14672. recombinant ADAM10, EDANS/DABCYL FRET peptide cleavage, 3 h. inhibition, % at 7 µM. hit rate 0.62% among 370,000;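 active = inhibition above a per-campaign cutoff equal to the mean of compounds falling between control-based bounds plus 3 SD, cut at about 20% in these data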;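 also: 0% = DMSO wells while the 100% control is not disclosed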
ssDAF12 agonist: S. stercoralis DAF-12 activation, primary screen; activation, % at 6.8 µM; HEK293 ssDAF-12/GRIP1 lit1-tk-luc reporter, luminescence; % of 3 µM dafachronic acid response; AID 652126; hit rate 1% among 370,000;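 active = activation above the mean over all tested compounds plus 3 SD, cut at about 0.9% in these data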;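 also: 0% = DMSO-only wells and 100% = 3 µM delta7-dafachronic acid wells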
FXN GAA850 act: increases GAA850 frataxin promoter reporter activity | HEK293 lucGAA850 FXN promoter luciferase reporter, 24 h; percent of 10 µM SAHA response | activation, % at 6 µM | hit rate 0.56% among 360,000 | AID 540364;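 active = activation above the average of all compounds screened plus 3 SD, cutoff fixed separately per campaign, cut at about 7.5% in these data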;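 also: 0% = DMSO wells and 100% = 10 µM SAHA wells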
DAX1 inh-1: blocks DAX1 repression of SF-1 activated StAR promoter; HEK293T StAR-luciferase reporter, SF-1/DAX-1 repression relief; inhibition, % at 6.8 µM; hit rate 1.1% among 370,000; AID 652010;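 active = inhibition above the mean over all tested compounds plus 3 SD, cut at about 3.6% in these data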;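 also: 0% = DAX-1 cells with DMSO and 100% = cells lacking DAX-1 with DMSO; higher inhibition means more luminescence from relief of DAX-1 repression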
DAX1 inh-2: inhibitors of human orphan nuclear receptor DAX1 (NR0B1); P51843; HEK293 Gal4-DAX1 luciferase reporter, luminescence; inhibition, % at 6.75 µM; hit rate 0.99% among 340,000; AID 504766;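 active = inhibition above the mean over all tested compounds plus 3 SD, cut at about 4.2% in these data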;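 also: 0% = DAX1-transfected cells with DMSO and 100% = empty-vector control cells with DMSO; inhibition shows as a rise in luminescence from relieved DAX1 repression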
Target sequence (P51843 207-470 limits assumed): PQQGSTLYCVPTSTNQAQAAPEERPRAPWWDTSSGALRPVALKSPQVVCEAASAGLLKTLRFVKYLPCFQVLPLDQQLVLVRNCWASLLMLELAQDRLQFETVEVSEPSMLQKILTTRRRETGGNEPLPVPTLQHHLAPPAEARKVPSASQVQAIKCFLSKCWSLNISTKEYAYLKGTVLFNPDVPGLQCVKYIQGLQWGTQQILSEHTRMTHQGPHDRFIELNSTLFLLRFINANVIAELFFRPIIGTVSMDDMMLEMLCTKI
* marks the source's active call; other numbers are inactive results; i = inactive; . = not tested or not shown. Compounds as they come; 6.8% or so of the library scored in one or more.

entry	smiles	hgDAF12 agonist	SMARCA2 activ	GC-A act	hcDAF-12 act	PG9 Ab binder	ADAM17 inh	ADAM10 inh	ssDAF12 agonist	FXN GAA850 act	DAX1 inh-1	DAX1 inh-2
1	COc1ccccc1NC(=O)Nc1ccccc1SC	-0.3	-2	2	0.1	0.8	0	2	-1.2	1.2	-0.5	-0.3
2	O=C1C=C(c2cccc(Cl)c2)C[C@@H](c2ccc3c(c2)OCO3)C1	-1.3	-1	17	-0.9	-1.2	0	8	-1.5	2.4	-0.4	1.2
3	Cc1ccc(NC(=O)CSc2ccc(-c3ccco3)nn2)cc1	1.1	0	0	-0.6	0.3	-7	-7	-1.9	0.7	-0.9	0.7
4	COc1ccc(CCNC(=O)c2nonc2N)cc1	4.9	1	-5	0.8	0.4	-2	8	-0.4	4.7	0.9	1.2
5	COCCCn1c(SCC(=O)Nc2sc3c(c2C#N)CCCC3)nnc1-c1ccncc1	0.3	-1	-2	0.5	4.1	0	-18	-0.9	-1.4	0.2	1.3
6	CSc1ccc(CNC(=O)C2CCC(=O)N(Cc3cccc(F)c3)C2)cc1 (configuration not stated)	0.3	1	3	-2.4	-0.2	-3	8	-1.4	-1.2	-0.7	-0.8
7	COc1cc(C(=O)N2CCC(N3CCCCCC3)CC2)cc(OC)c1OC	0.8	1	0	-1.0	0.1	1	5	-1.5	-2.6	0.1	0.4
8	CN1CCC(N(C)S(=O)(=O)c2ccc(NC(=O)COc3ccc(Cl)cc3)cc2)CC1	1.1	-3	0	3.8	-1.1	-2	-10	-1.4	1.1	-1.3	-0.2
9	COc1ccc(-c2cc(NC(C)=O)c3ncc(-c4cc(OC)c(OC)c(OC)c4)n3c2)cn1	-0.2	-2	9	-1.9	-3.1	-9	-43	-0.8	-2.1	-3.5	.
10	CCOc1ccccc1NC(=O)c1cccc(NC(=O)c2ccco2)c1	-0.3	0	-1	-1.3	-0.5	-1	-7	-1.5	-4.9	-2.7	-2.2
11	CCOc1cc(C=O)cc(Br)c1OCC(=O)NCCc1ccccc1	-0.5	3	-5	-2.1	-2.7	1	4	-1.6	1.6	-0.6	0.4
12	Cc1cc(C)c(C)c(OCCCCN(C)Cc2ccccc2)c1	1.7	-4	-11	0.2	0.2	-5	9	-0.9	0.5	-0.6	0.4
13	CCc1cccc2c(SC(C)C(=O)NCC3CCCO3)nc(-c3ccccc3)nc12 (configuration not stated)	-0.4	4	-8	-0.9	-1.0	-5	0	-1.8	0.6	0.6	-0.4
14	Cc1ccc2c(c1)c1c(n2C)-c2[nH]ncc2CC1	5.3	1	3	-0.7	-0.5	-12	-54	-1.0	-0.8	0.2	-1.1
15	COc1ccc(NC(=O)c2ccc3c(c2)C(=O)N(CC2CCCO2)C3=O)cc1O (configuration not stated)	-2.4	1	-4	-0.1	-3.2	-1	-1	-0.8	0.6	1.3	0.2
16	COCCCN(C(=O)Cn1ncc2c(=O)oc3ccc(C)cc3c21)C(C)c1ccncc1 (configuration not stated)	-0.2	0	-1	0.1	-0.3	-5	-17	-0.9	-2.9	-0.2	0.9
17	Cc1n[nH]c(C)c1CCNC(=O)C1CCC(=O)N(CCc2cccc(F)c2)C1 (configuration not stated)	-1.9	-3	3	1.0	-0.8	-3	0	-1.3	1.9	0.8	0.0
18	COC(=O)C(NC(=O)CCc1nnc2ccc(N3CCCCC3)nn12)C(C)C (configuration not stated)	6.5	2	-4	0.8	0.2	0	2	-1.1	1.2	0.0	-0.1
19	CC(C)c1ccc(S(=O)(=O)N2CCN(C(=O)C3CC3C)CC2)cc1 (configuration not stated)	0.5	-4	1	-0.6	-0.1	6	1	-1.5	-0.9	-1.5	0.2
20	CCNC(=S)NNC(=O)c1csc(C(C)C)c1	4.2	3	5	3.5	-0.1	-1	-1	0.0	4.0	1.6	-0.8
21	OCCNCc1cccc(Br)c1	-1.7	-2	0	1.7	1.0	-2	-9	-1.7	-2.3	-1.0	2.6
22	c1ccc(-c2ccccc2OCCOCCN2CCOCC2)cc1	0.5	0	4	-1.4	-0.1	-1	-1	-1.3	1.9	0.0	1.6
23	COc1cccc(CNC(=O)N2CCN(c3ccccc3)CC2)c1	-0.4	-2	-2	-1.2	-2.5	-3	2	-1.0	-0.1	0.0	0.4
24	COc1ccc2c(CN3CCCC3)cc(=O)oc2c1	-0.8	-3	3	-0.3	-1.8	-142	i	-0.4	.	-0.3	.
25	O=C(C1CCN(C2CCN(CC3CC=CCC3)CC2)CC1)N1CCOCC1 (configuration not stated)	3.5	5	-3	2.4	0.5	2	9	-0.8	1.7	-0.2	0.4
26	O=C(C1=C[C@H](c2ccc3c(c2)OCO3)C[C@H](OCCCCO)O1)N1CCN(Cc2ccccc2)CC1	2.1	0	-3	-1.6	1.2	-3	-9	-1.2	-1.3	-0.4	-0.2
27	COc1ccccc1OCc1ccc(C(=O)Nc2cc(OC)c(OC)c(OC)c2)o1	-2.5	1	2	-1.7	-0.2	-1	10	-1.2	-1.7	-0.2	-1.2
28	Cc1cccc(NC(=O)c2nc[nH]c2C(=O)N[C@@H](CC(C)C)C(=O)OC(C)(C)C)c1	1.4	-1	1	-2.2	-0.1	11*	19	-1.1	1.2	-0.9	0.4
29	Cc1cccc(N2CCN(CCCNC(=O)c3ccc(NC(=O)C4=CSCCO4)cc3)CC2C)c1 (configuration not stated)	0.8	-1	-1	-2.6	-2.2	1	2	-1.7	-1.4	-0.8	-0.2
30	COc1ccc(OCCn2c(=O)sc3ccccc32)cc1	8.8	3	-7	1.9	0.6	2	2	-1.0	7.2	1.0	2.8
31	O=C(/C=C/c1c(F)cccc1Cl)Nc1ccncc1	2.7	1	4	2.1	1.0	4	-14	-1.1	2.1	0.1	-1.0
32	Cc1nn(Cc2ccc(Cl)c(Cl)c2)c(C)c1NC(=O)c1cc(C2CC2)on1	-1.7	-5	3	-0.8	2.6	1	-7	-1.9	1.4	-1.2	-1.6
33	COc1ccc(N2CCN(CCCNC(=O)Cn3c(=O)c4cccn4c4cccnc43)CC2)c(OC)c1	1.4	.	-9	1.0	.	-2	-8	-0.9	.	.	.
34	CCOC(=O)c1cnn(-c2ccccc2)c1NC(=O)CN1CCCCC1	-1.3	-4	7	-0.6	0.8	-9	0	-1.0	0.0	-0.4	1.5
35	Cc1ccccc1C(=O)Nc1nncs1	1.5	3	0	-0.4	-0.6	-1	0	-0.6	1.5	-0.8	0.6
36	CC(CCn1cccn1)NC(=O)c1cc(COc2ccc(F)cc2Cl)on1 (configuration not stated)	-2.9	-3	11	-0.6	1.2	-4	-6	-1.9	3.4	-1.4	0.9
37	O=C(O)CC1(CC(=O)Nc2ccc(F)c(Cl)c2)CCCCC1	1.4	-2	1	-1.4	-0.5	-20	-2	-1.0	1.1	-0.5	.
38	COC(=O)C(Cc1ccccc1)NS(=O)(=O)c1ccc(F)cc1Br (configuration not stated)	-1.0	1	3	-0.3	0.0	-1	-1	-0.9	0.5	-0.2	1.2
39	N/C(=N\OC(=O)Oc1ccccc1)c1ccc(Cl)cc1	-1.3	-3	2	-1.8	0.4	-2	0	-1.3	0.4	0.2	1.2
40	Cc1ccc(Oc2cnn(-c3ccccc3)c(=O)c2Br)cc1	0.6	1	9	1.1	6.0	-1	2	-0.9	1.0	-0.7	-0.2
41	Cc1cccc(N(C(=O)Cc2cccs2)C(C(=O)NC2CCCC2)c2ccsc2)c1 (configuration not stated)	0.2	-2	-32	-0.7	1.3	-2	-1	-1.4	2.6	0.1	0.6
42	COc1ccc(N2C(=NC(=O)C(C)Oc3ccccc3)SC3CS(=O)(=O)CC32)cc1 (configuration not stated)	1.0	-1	-31	0.7	-1.1	3	4	-0.7	-0.5	0.2	-0.1
43	CC(=O)/C(=N/Nc1ccccc1Cl)Sc1nnc(C(O)c2ccccc2)n1-c1ccccc1 (configuration not stated)	3.0	-1	-2	-0.4	-0.6	0	2	-0.4	0.7	-0.8	-1.4
44	COc1ccc(C(CC(=O)O)NC(=O)c2cccs2)cc1 (configuration not stated)	0.1	0	2	-0.9	0.4	-1	1	-1.5	1.4	-0.2	-0.6
45	O[C@@H](c1cc(C(F)(F)F)nc2c(C(F)(F)F)cccc12)[C@H]1CCCCN1	-1.4	-5	-11	-0.8	-0.4	3	5	-1.3	-1.2	-2.0	0.2
46	CCOC(=O)c1cc(C(=O)c2cc(F)ccc2O)coc1=N	3.3	-7	-4	-1.6	1.5	-25	-45	-0.8	-0.7	-0.1	1.0
47	COc1ccc(/C=C2/C(=O)N(c3cccc(F)c3)N=C2C)c(OC)c1	1.3	-3	5	-0.6	0.2	-4	2	-1.6	1.1	0.5	-0.8
48	CN(C)/C=C/C(=O)c1ccc(-c2ccc(Cl)cc2Cl)o1	1.0	-1	26	-0.6	-0.8	-4	-10	-1.2	5.7	-0.1	3.4
49	CCC1CCCCN1C(=O)c1ccc(OC2CCN(C(=O)CCOC)CC2)cc1 (configuration not stated)	-1.1	-3	1	-2.0	1.7	-2	-2	-1.1	-1.6	-0.3	0.0
50	C/C(=N\Nc1nc(Nc2ccccc2)nc(N2CCOCC2)n1)c1cccs1	-5.7	1	4	-2.6	-2.5	2	1	-2.1	-0.2	-0.3	-0.6
51	CCCCN(C(=O)NCCCCCCNC(=O)N(CCCC)C1CCS(=O)(=O)C1)C1CCS(=O)(=O)C1 (configuration not stated)	0.3	-2	4	0.2	0.2	-6	0	-1.0	2.2	0.0	-0.1
52	Cc1ccnc(NS(=O)(=O)c2cccs2)c1	1.9	-1	4	0.6	0.1	-3	-9	-1.0	2.9	0.7	-0.2
